Screening data as filed in PubChem.
IL-2 act: qHTS of IL-2 Activators; activation, % (series mostly up to about 46 µM); IL-2 activation reporter assay, cell-based qHTS; stimulated with anti-CD3/CD4/CD28 beads; in transgenic mouse T cells; hit rate 0.065% among 360,000; in the data active means activation above about 50%; inconclusive means mostly about 30% to 49%; further: 0% is about no effect
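Using fluorescent plate cytometry, EGFP and DsRed are detected in transgenic mouse T cells stimulated 18 h at 37 degrees C with antibody-coated beads after 60 min compound pretreatment.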
Nrf2 ARE act: qHTS of Nrf2 Activators; AREc32 ARE-luciferase reporter (MCF7-derived line), luminescence, 24 h; Potency, µM (highest dose often 46.1 µM), inactives show at the highest dose activation, actives largely listed as activators; hit rate 0.31% among 410,000; further: potency means the concentration at half of the fitted maximal effect; % of control where 0% means no effect; nearly all actives have a fitted effect of over 65% in size
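Each well held 1000 AREc32 cells, which were incubated with compound for 24 hr at 37 deg C after overnight attachment, and ARE reporter activity was quantified by firefly luciferase luminescence.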
Nrf2 block: Nrf2 qHTS screen for inhibitors. Potency, µM (series often up to 46 µM), without a hit: top-dose activity change, negative = inhibition, most hits filed as inhibitors. A549 ARE-Fluc reporter, luciferase luminescence, 18-24 h. AID 504444, 2011. hit rate 2.1% among 360,000; further: potency means the concentration at half of the fitted maximal effect; on the % scale 0 is the no-effect control and ±100 the full control effect; nearly all actives have a fitted effect of over 60% in size
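Quantitative HTS in A549 cells stably bearing an antioxidant response element-firefly luciferase construct. Inhibition of Nrf2-driven transcription was scored by luminescence after 18-24 h of compound exposure at 37 °C.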
ATXN2 expr inh: Primary qHTS for Inhibitors of ATXN expression. HEK-293 ATXN2-luciferase reporter, luminescence, 24 h. Potency, µM (series often up to 57 µM), for the others: at the highest dose activity change, negative = inhibition, usual class: inhibitors. hit rate 0.72% among 360,000. AID 1745845, 2022; further: potency means the concentration at half of the fitted maximal effect; on the % scale 0 is the no-effect control and ±100 the full control effect; nearly all actives have a fitted effect of over 55% in size
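qHTS (up to 57 uM final) was run with 24 h compound exposure of reporter cells at 37 °C. Each well was multiplexed: SteadyGlo luminescence measured ATXN2-luciferase expression after a fluorogenic Gly-Phe-AFC viability readout (25 uM final).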
S2 tox: Viability Counterscreen for Primary qHTS for Inhibitors of ATXN expression; S2 cells (HEK-293 line with an ATXN2-luciferase reporter) viability, CellTiter-Fluor protease fluorescence, 24 h; Potency, µM (titrated, usually from 56.7 µM), usual class: cytotoxic; hit rate 0.49% among 400,000; AID 651635, 2014; further: potency means the concentration at half of the fitted maximal effect; nearly all actives have a fitted effect of over 40% in size
HepG2 tox: qHTS for Inhibitors of TGF-b: Cytotox Counterscreen | HepG2 CAGA-GFP viability, ATP luminescence, 18 h | Potency, µM (top dose mostly 46.1 µM), inactives show at the highest dose activity change, negative = cytotoxicity, actives largely listed as cytotoxic | hit rate 0.76% among 410,000 | AID 588856, 2011; further: potency means the concentration at half of the fitted maximal effect; some results filed as inactive show a strong effect at the top dose
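HepG2 CAGA-GFP cells (1000/well, DMEM with 1% FBS) received compound, then TGF-beta at 500 pg/mL final, and were incubated 18 hours at 37 degrees C. Viability was read by CellTiter-Glo luminescence. Media-only wells were set as complete cell-killing and DMSO as no toxicity.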
EPAC2 ag: qHTS for Agonist of cAMP-regulated guanine nucleotide exchange factor 4 (EPAC2): primary screen | Rap guanine nucleotide exchange factor 4 (Homo sapiens), Q8WZA2 | EPAC2 activation, biochemical qHTS; response scale: 100% = 6.5 mM cAMP response | Potency, µM (highest dose often 154 µM), for inactives: at the highest dose activation, hits mostly activators | hit rate 0.079% among 360,000; further: potency means the concentration at half of the fitted maximal effect; nearly all actives have a fitted effect of over 50% in size
Target sequence (Q8WZA2 whole entry, looked up): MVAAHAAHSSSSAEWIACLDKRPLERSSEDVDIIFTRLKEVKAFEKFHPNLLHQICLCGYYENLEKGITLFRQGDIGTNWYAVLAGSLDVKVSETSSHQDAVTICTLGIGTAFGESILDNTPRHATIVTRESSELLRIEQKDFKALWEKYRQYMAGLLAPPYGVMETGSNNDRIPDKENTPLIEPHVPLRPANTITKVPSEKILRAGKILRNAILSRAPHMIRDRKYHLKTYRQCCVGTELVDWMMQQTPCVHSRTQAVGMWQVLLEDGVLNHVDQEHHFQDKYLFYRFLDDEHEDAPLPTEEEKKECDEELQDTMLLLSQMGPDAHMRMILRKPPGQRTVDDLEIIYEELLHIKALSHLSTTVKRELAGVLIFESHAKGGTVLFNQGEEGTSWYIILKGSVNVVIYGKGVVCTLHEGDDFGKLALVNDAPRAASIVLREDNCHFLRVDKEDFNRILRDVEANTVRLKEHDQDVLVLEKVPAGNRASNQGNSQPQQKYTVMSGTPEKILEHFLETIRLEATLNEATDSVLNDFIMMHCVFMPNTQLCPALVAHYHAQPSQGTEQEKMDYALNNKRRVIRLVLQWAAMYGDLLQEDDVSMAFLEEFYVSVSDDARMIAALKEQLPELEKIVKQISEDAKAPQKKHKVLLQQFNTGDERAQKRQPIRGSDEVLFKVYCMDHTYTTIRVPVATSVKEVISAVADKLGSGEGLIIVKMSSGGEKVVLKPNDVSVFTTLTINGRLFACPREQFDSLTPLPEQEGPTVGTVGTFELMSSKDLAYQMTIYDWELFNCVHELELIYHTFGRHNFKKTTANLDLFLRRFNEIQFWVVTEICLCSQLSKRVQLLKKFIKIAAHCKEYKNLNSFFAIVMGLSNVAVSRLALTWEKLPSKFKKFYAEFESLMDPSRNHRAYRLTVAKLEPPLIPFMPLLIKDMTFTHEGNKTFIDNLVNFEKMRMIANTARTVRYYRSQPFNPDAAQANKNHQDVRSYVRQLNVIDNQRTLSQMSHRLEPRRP
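Compounds were titrated in qHTS against a Rap1B-BODIPY-GDP (250 nM) complex with EPAC2 (100 nM) and GDP (50 uM). BODIPY-GDP release tracked at 480/540 nm over 30 min at room temperature, normalized to 6.5 mM cAMP.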
A549 tox: Nrf2 qHTS screen for inhibitors: counterscreen for cytotoxicity | A549 ARE-Fluc cells, CellTiter-Fluor viability, 18-24 h | Potency, µM (doses to about 46 µM), for inactives: at the top dose activity change, negative = cytotoxicity, hits mostly inhibitors | hit rate 0.16% among 390,000 | AID 504648, 2011; further: potency means the concentration at half of the fitted maximal effect; on the % scale 0 is the no-effect control and ±100 the full control effect
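Cytotoxicity counterscreen: CellTiter-Fluor fluorescence was measured in A549 ARE_Fluc cells after 18-24 h of compound exposure in a concentration series. The subsequent BugLite luminescent read reports ARE-luciferase activity.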
TGFb SMAD3 inh: qHTS for Inhibitors of TGF-b. AID 588855, 2011. Potency, µM (titrated, usually from 46.1 µM), for the others: top-dose activity, negative = inhibition, most hits filed as inhibitors. hit rate 1.2% among 410,000. HepG2 CAGA-GFP TGF-b/SMAD3 reporter, GFP fluorescence, 18 h; TGF-beta stimulated, 500 pg/mL final; further: potency means the concentration at half of the fitted maximal effect; on the % scale 0 is the no-effect control and ±100 the full control effect; nearly all actives have a fitted effect of over 65% in size
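Inhibition was scored as loss of TGF-beta-induced (500 pg/mL final, 18 hours, 37 degrees C) GFP in HEPG2 cells carrying a CAGA-GFP reporter, in DMEM with 1% FBS. Well GFP was summed per cell; Activity was normalised to unstimulated and stimulated DMSO wells, then concentration-response fitting.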
An asterisk follows results filed as active; i = inactive; u = inconclusive; x = not tested or not shown; & = joins results of further samples; [ ] = dose if it differs, or a comment. Unless noted, the call rests on the fitted dose curve; in most records, active means well fitted curve in the direction sought with a large enough effect; inconclusive means small, poorly fitted or top-dose-only effect, or another doubt; inactive means no such curve, though single readings can be large; an effect the other way counts as inactive or inconclusive.

SMILES | IL-2 act | Nrf2 ARE act | Nrf2 block | ATXN2 expr inh | S2 tox | HepG2 tox | EPAC2 ag | A549 tox | TGFb SMAD3 inh
O=C(Cn1ncc2ccccc2c1=O)Nc1cccc(C(F)(F)F)c1 | -1.1 | -0.3% | x | x | u | -30% | 0% | x | -16%
CC(=Nc1ccccc1)C1=C(O)COC1=O | -1.1 | 0.0% | 0% | 2% | i | -9% | 7% | 0% | 0%
Cc1ccc(S(=O)(=O)N(C)C)cc1-n1c(SCC(=O)Nc2ccc(F)cc2Cl)nc2ccccc2c1=O | -1.2 | -0.4% | u | -6% | i | -17% | 2% | -7% | -19%
COc1cccc(/C=N/N2CCN(C3c4ccccc4-c4ccccc43)CC2)c1O | -2.4 | 0.3% | -17% | -2% | i | 5% | 10% | 5% | 3%
CCCCN(CC)CCCNC(=O)c1ccc2c(c1)NC(=O)CN2C | x | -0.6% | x | x | x | 6% | x | 4% | -11%
O=C(COc1ccc(Cl)cc1)Nc1ccccc1C(=O)OCc1cc(=O)n2ccsc2n1 | x | 4.5% | x | 5% | i | -17% | x | 4% | u
Cc1cc2c(cc1C)CSC(c1ccc(O)cc1)SC2 | 3.5 | 0.2% | -25% | -5% | i | -1% | 9% | -9% | u
CN1CCN(C(c2cccnc2)c2ccc3cccnc3c2O)CC1 (centres undefined) | -3.2 | 6.1% | 11% | 1% | i | -36% | -8% | -3% | -19%
CCOc1cc(C2CC(=O)NC(SCC)=C2C#N)ccc1O (centres undefined) | -1.6 | 0.1% | -19% | 5% | i | 13% | 7% | 0% | 8%
CN(C)S(=O)(=O)N(CC(=O)Nc1ccccc1)c1ccccc1 | -0.1 | 0.3% | x | -3% | i | -1% | 14% | 5% | -14%
Cc1ccn2cc(-c3cnoc3C)nc2c1 | 0.5 | 0.4% | 22% | 36%[activator] | i | -7% | 4% | 0% | 0%
CCOC(=O)CCCC(=O)N1CCOCCOCCOCC1 | -1.9 | 0.3% | 3% | -2% | i | 8% | 4% | -5% | 0%
O=C(CC1NCCNC1=O)Nc1cc(Cl)cc(Cl)c1 (centres undefined) | 3.2 | 0.0% | u | -5% | u | -24% | 2% | -4% | 3%
CCc1ccc(NC(=O)CS(=O)CC(=O)NCCCc2ccccc2)cc1 (centres undefined) | -1.3 | 0.0% | 11% | u | i | 2% | 4% | 0% | -18%
Nc1cc(Cl)ccc1Nc1ccncc1 | 1.6 | -1.0% | -2% | -13% | i | -6% | -1% | 0% | 0%
CCOC(=O)C1CCN(S(=O)(=O)c2ccc(Cl)nc2)CC1 | -2.2 | 0.3% | -3% | -2% | i | -32% | 12% | -3% | 12%
CCn1c(COc2ccccc2C)nnc1SCC(=O)N1CCN(c2ccccc2)CC1 | -1.3 | 1.0% | u | 14µM* | u | -20% | 12% | -2% | u
COc1ccc(-c2csc(NC(=S)NC(=O)c3ccco3)n2)cc1Br | -2.6 | -0.5% | u | -14% | i | -2% | 1% | -12% | -4%
O=C(NCC1CCCO1)c1cc2cc(Cl)ccc2[nH]1 (centres undefined) | 1.2 | 2.5% | u | 9% | i | -3% | 3% | -3% | -23%
CCOc1ccccc1CNC(=O)c1ccc2c(c1)nc1n2CCC(C)C1 (centres undefined) | x | 1.6% | x | x | x | 1% | x | 0% | -13%
CCC(NC(=O)NCc1ccc2c(c1)OCO2)(C(F)(F)F)C(F)(F)F | -2.2 | -0.4% | 8% | -8% | i | -27% | 5% | 9% | -5%
CC(C)(C)N(Cc1cc2ccccc2[nH]c1=O)C(=O)C1CCCCC1 | 1.0 | 0.5% | 17% | 9% | i | -77% | -9% | -12% | 16%
O=C(c1ccco1)N1CCC(c2nc3ccccc3[nH]2)CC1 | 0.4 | -0.4% | u | 5% | u | 7% | 1% | -1% | 0%
CC(NS(C)(=O)=O)C(c1cccs1)N1CCN(C)CC1 (centres undefined) | -0.7 | -0.2% | x | -9% | i | -8% | 12% | 13% | -15%

Random excerpt: 4 compounds from above.
SMILES | IL-2 act | Nrf2 ARE act | Nrf2 block | ATXN2 expr inh | S2 tox | HepG2 tox | EPAC2 ag | A549 tox | TGFb SMAD3 inh
O=C(NCC1CCCO1)c1cc2cc(Cl)ccc2[nH]1 (centres undefined) | 1.2 | 2.5% | u | 9% | i | -3% | 3% | -3% | -23%
CCOc1ccccc1CNC(=O)c1ccc2c(c1)nc1n2CCC(C)C1 (centres undefined) | x | 1.6% | x | x | x | 1% | x | 0% | -13%
O=C(c1ccco1)N1CCC(c2nc3ccccc3[nH]2)CC1 | 0.4 | -0.4% | u | 5% | u | 7% | 1% | -1% | 0%
COc1ccc(-c2csc(NC(=S)NC(=O)c3ccco3)n2)cc1Br | -2.6 | -0.5% | u | -14% | i | -2% | 1% | -12% | -4%

Further entries follow:
SMILES | IL-2 act | Nrf2 ARE act | Nrf2 block | ATXN2 expr inh | S2 tox | HepG2 tox | EPAC2 ag | A549 tox | TGFb SMAD3 inh
COc1c(F)cccc1C1=CC(=O)C[C@H](c2ccc3c(c2)OCO3)C1 | -2.0 | 2.5% | 5% | 4% | i | -16% | 4% | 1% | -7%
COc1cccc(NC(=O)N(C)C[C@@H]2OCc3cn(nn3)CCCC(=O)N([C@H](C)CO)C[C@H]2C)c1 | 0.7 | -0.3% | x | 4% | i | -1% | -5% | x | 21%
Fc1ccc(C2=Nc3cccc4cccc(c34)N2)cc1 | -1.6 | -0.3% | -9% | x | i | -4% | 10% | 0% | 4%
CC(=O)c1c(C)[nH]c(C(=O)Nc2ccc(C)c(S(=O)(=O)N(C)C)c2)c1C | 0.4 | 17% | u | 181%[activator] | i | 8% | 1% | 0% | 1%
Cc1ccc(NC(=S)N(CCN(C)C)C(C)c2cccnc2)c(C)c1 (centres undefined) | -5.6 | 0.6% | 7% | -11% | i | -1% | -2% | 4% | 1%
CC(C)C[C@@H](CN=[N+]=[N-])N1CCN(CC(C)C)CCC1=O | -3.8 | 0.5% | 6% | -16% | i | 18%&2% | -4% | -1% | 25%&-8%
Cc1nnc(SCC(=O)NCc2ccccc2)n1-c1ccccc1 | 1.2 | -0.4% | 0% | 8% | i | 6% | 0% | -1% | 1%
CCOC(=O)C1=c2s/c(=C\c3cccnc3)c(=O)n2C(N)=C(C(=O)OC)C1c1cccnc1 (centres undefined) | -0.8 | 4.7% | 19% | 2% | i | -7% | -5% | -2% | -4%
CC(O)[C@H]1CN=C(N)N1CC1CCCCC1 (some centres undefined) | -1.5 | -0.5% | -3% | 6% | i | 27% | 8% | -1% | 14%
Cn1c(=O)c2c(nc(CN3CCCCC3)n2CCc2ccccc2)n(C)c1=O | 0.4 | -0.8% | x | -11% | i | -17% | 15% | 2% | 0%
OCC1(Cc2ccccc2F)CCCN(Cc2c(F)ccc(F)c2F)C1 (centres undefined) | -0.6 | 2.6% | 3% | 4% | i | -21% | 5% | 7% | 0%
COC(=O)c1c(NC(=O)CN2CCN(S(=O)(=O)c3ccccc3[N+](=O)[O-])CC2)sc2c1CCC(C)C2 (centres undefined) | -0.8 | 0.1% | -3% | 7% | i | -35% | 0% | 0% | 7%
Cc1cccc(N=CC=C2OC(C)(C)C(C)(C)O2)c1 | 2.2 | 13% | 1% | 1% | u | 7% | 1% | -15% | u
Cc1ccc(N(C(=O)Cc2c[nH]c3ccccc23)C(C(=O)NC2CCCCC2)c2ccco2)cc1 (centres undefined) | -1.8 | -0.1% | 18µM* | u | u | -41% | -16% | u | u
CCOc1ccc(C2C(C(=O)O)c3ccccc3C(=O)N2CCN2CCOCC2)cc1 (centres undefined) | 0.6 | -0.5% | 17% | 1% | i | 1% | 3% | -7% | -15%
Cc1ccc2c(c1)-c1c(cnn1CC(=O)N1CCN(c3cc(C)ccc3C)CC1)CO2 | x | -1.0% | u | -8% | i | 0% | x | -30% | -16%
CC(=O)NC(Cc1ccc(F)cc1)C(=O)NC1CCN(c2nnnn2-c2ccccc2)CC1 (centres undefined) | -3.1 | -0.3% | 13% | 5% | i | 2% | -3% | 1% | 2%
COc1cc(OC)c(C2=NOC(C(=O)N3CCN(C(=O)c4ccco4)CC3)C2)cc1Cl (centres undefined) | 1.1 | 3.2% | 1% | 1% | i | 3% | -4% | 6% | -3%
CC(C)N(C(=O)[C@H]1C[C@H](CC(=O)NCc2ccco2)C(=O)N2CCc3c([nH]c4ccc(Cl)cc34)[C@]12C)C(C)C | -0.9 | 9.7% | u | -36% | u | -28% | 2% | u | 11µM*
COc1ccc(-n2nnnc2SCC(=O)c2ccc3c(c2)OCCO3)c(OC)c1 | -0.3 | -0.2% | -21% | 1% | i | -3% | 6% | 3% | -4%
COc1ccc(-c2csc(NC(C)c3nc4cc(C(=O)NCCCO)ccc4n3Cc3ccc(C)cc3)n2)cc1 (centres undefined) | -0.3 | 12% | 2% | -18% | i | -14% | -8% | -4% | u
CN(C)c1nc2c(N)ncnc2n1C1OC(CO)C(O)C1O (centres undefined) | -3.6 | 0.2% | 14% | 5% | i | 18% | -2% | -2% | -1%
CCOC(=O)c1c(-c2ccccc2)csc1NC(=O)/C(C#N)=C/c1ccc(OC)c(OC)c1 | 0.1 | 0.0% | 13% | 4% | i | -10% | -6% | 4% | 15%
O=[N+]([O-])c1cccc(-c2ccc(/C=N/n3c(-c4ccccc4)n[nH]c3=S)o2)c1 | -2.2 | 28% | 9% | u | u | 8% | -2% | 2% | 3%
CN(C)c1ccc(C(CNS(=O)(=O)c2ccc(F)cc2)N2CCc3ccccc32)cc1 (centres undefined) | x | 7.7% | x | -5% | i | -69% | x | 11% | -16%
CC(=O)c1ccc(-n2cc(C#N)c(=O)[nH]c2=O)cc1 | -0.1 | -0.6% | -11% | x | i | 1% | 4% | 1% | 1%
